Pol kappa inh – DNA polymerase kappa (human) inhibition; Q9UBT6; purified Pol kappa, fluorescent DNA synthesis assay, 10 min; Potency, µM (titrated, usually from 107 µM), for inactives: at the top dose activity, negative = inhibition, hits mostly inhibitors; actives 0.53% (n = 400,000); note: potency is the fitted concentration of half-maximal effect; % is set by controls: 0 for no effect and ±100 for the full control effect
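Inhibition of 10 nM Pol kappa is measured by a fluorescent read-out at 0 and 10 min following addition of 50 nM substrate (final), with a 15-min room-temperature compound preincubation.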
ERG-DNA inh – inhibitors of human ERG Ets domain-DNA interaction | Potency, µM (series often up to 76.9 µM), without a hit: at the highest dose FP activity, negative = inhibition, usual class: inhibitors | fluorescence polarization, His-ERG Ets domain / labelled DNA | actives 0.028% (n = 370,000) | AID 624246; active = well fitted inhibition curve with a large enough effect in the polarisation, with a control signal flat; inconclusive = small, poorly fitted or top-dose-only effect, or effect the other way, or a change in a side signal; inactive = no such curve, though single readings can be large or run the other way; the % refers to the polarisation;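 note: polarization taken with two DNA probes labelled with fluorescein and Texas red; potency is the fitted concentration of half-maximal effect; % of control where 0% means no effect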
Target sequence (P11308 whole entry, looked up, the tested form may be a part): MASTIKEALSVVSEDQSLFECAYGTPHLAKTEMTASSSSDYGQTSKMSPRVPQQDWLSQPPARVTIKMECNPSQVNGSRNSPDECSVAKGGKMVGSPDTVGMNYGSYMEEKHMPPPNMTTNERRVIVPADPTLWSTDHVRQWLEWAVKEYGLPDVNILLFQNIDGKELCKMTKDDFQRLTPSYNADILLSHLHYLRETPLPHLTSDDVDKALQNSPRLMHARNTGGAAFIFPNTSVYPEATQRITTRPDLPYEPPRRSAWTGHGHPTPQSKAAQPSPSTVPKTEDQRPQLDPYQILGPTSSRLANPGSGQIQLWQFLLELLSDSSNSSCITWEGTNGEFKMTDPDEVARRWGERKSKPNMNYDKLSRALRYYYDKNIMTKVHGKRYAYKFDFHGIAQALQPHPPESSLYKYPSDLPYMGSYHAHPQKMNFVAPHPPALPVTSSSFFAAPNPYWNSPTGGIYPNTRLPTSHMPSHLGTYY
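His-tagged ERG Ets domain (1 uM in the protein solution; 300mM KCl, 50mM Tris-HCl, 1mM EDTA, 1mM DTT, pH 7.5) received compound, then a probe mix of 5 nM fluorescein-DNA and 100nM Texas-615-DNA. Fluorescence polarization was read for both dyes.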
BLM helicase inh – blocks DNA unwinding by human BLM helicase; P54132; recombinant BLM DNA unwinding, fluorescence dequenching; Potency, µM (doses to about 56.1 µM), without a hit: at the top dose activity change, negative = inhibition, usual class: inhibitors; actives 0.2% (n = 350,000); AID 2528;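 note: potency is the fitted concentration of half-maximal effect; plate controls were vehicle for no effect and no enzyme for full effect; nearly all actives have a fitted effect of over 35% in size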
Apoferritin bind – candidate novel general anesthetic via apoferritin binding. apoferritin/1-aminoanthracene competitive binding, fluorescence. Potency, µM (series often up to 77.5 µM), for the others: top-dose activity change, negative = displacement, most hits filed as inhibitors. actives 0.074% (n = 350,000); note: potency is the fitted concentration of half-maximal effect; % is set by controls: 0 for no effect and ±100 for the full control effect; nearly all actives have a fitted effect of over 20% in size
Target sequence (P02791 2-175 limits assumed): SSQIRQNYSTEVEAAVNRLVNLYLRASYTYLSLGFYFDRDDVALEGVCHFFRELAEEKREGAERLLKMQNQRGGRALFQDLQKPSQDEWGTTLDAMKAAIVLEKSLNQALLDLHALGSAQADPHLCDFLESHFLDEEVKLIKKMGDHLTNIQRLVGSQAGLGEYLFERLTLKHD
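Concentration-response curves derived by four-parameter Hill fitting of normalized fluorescence, where compounds displaced 1-AMA from 10 uM horse apoferritin following a brief 10 min room-temperature incubation; propofol titration acted as positive control.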
APE1 inh – APE1 (human) endonuclease inhibition; P27695; recombinant APE1, TAMRA/BHQ-2 abasic DNA cleavage fluorescence; Potency, µM (highest dose often 65.8 µM), for the others: top-dose activity change, negative = inhibition, actives largely listed as inhibitors; actives 0.35% (n = 350,000);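 note: potency is the fitted concentration of half-maximal effect; plate controls were vehicle for no effect and reference inhibitor for full effect; nearly all actives have a fitted effect of over 55% in size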
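Activity was derived from the fluorescence gain between first and third kinetic reads (60 s intervals, ex 525/em 598 nm) after 50 nM THF-abasic TAMRA/BHQ-2 duplex was added to 0.75 nM APE1 preincubated 15 min with compound.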
ALOX12 inh – blocks human arachidonate 12S-lipoxygenase. P18054. purified 12hLO, xylenol orange hydroperoxide absorbance. Potency, µM (doses to about 108 µM), inactives show at the highest dose activity change, negative = inhibition, actives largely listed as inhibitors. actives 1.1% (n = 580,000). AID 1671190; note: potency is the fitted concentration of half-maximal effect; % is set by controls: 0 for no effect and ±100 for the full control effect
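Purified human 12hLO (150 nM final) in 25 mM Hepes, 0.01% Triton X-100, pH 7.0 was preincubated 15 min at room temperature with compound. Then 40 uM arachidonic acid was added, 30 min. Hydroperoxide was read by Fe-XO absorbance ratio 573/405 nm.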
POLI inh – inhibitors of human DNA polymerase iota; Potency, µM (titrated, usually from 115 µM), for the others: top-dose activity, negative = inhibition, usual class: inhibitors; Q9UNA4; AID 588590; actives 1% (n = 390,000); Pol iota fluorescent replication assay, 10 min; note: potency is the fitted concentration of half-maximal effect
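Pol iota at 10 nM preincubated 15 min with compounds at room temperature; reaction started with fluorescent substrate, 50 nM final. Fluorescence read kinetically at 0 and 10 min; buffer-only wells as negative control.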
TRHR agonist – agonists of human TRH receptor. P34981. TRHR cells, calcium flux fluo-8, FDSS agonist mode. activation, % at 2 µM. actives 0.18% (n = 360,000). AID 493084; in the data active = activation above about 30%; note: 0% is about no effect
Target sequence (P34981 whole entry, looked up): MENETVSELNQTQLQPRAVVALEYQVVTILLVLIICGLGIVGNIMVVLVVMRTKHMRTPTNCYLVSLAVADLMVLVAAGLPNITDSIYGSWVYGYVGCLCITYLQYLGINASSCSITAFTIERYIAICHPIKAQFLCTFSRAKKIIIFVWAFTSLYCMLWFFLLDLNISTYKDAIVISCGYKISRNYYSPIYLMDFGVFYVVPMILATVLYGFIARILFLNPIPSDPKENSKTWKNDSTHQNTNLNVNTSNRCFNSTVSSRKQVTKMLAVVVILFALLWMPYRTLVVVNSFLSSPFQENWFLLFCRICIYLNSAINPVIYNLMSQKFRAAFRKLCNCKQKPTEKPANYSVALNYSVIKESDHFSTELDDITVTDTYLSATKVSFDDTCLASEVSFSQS
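TRHR-expressing cells loaded with fluo-8 calcium dye; 23 nL library compound pin-transferred, kinetic FDSS fluorescence (Ex 480/Em 530) recorded about 180 s for agonist-induced calcium release, before a 10 nM TRH EC20 addition for potentiator mode.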
Pol beta inh – blocks human DNA polymerase beta activity. AID 485314. Pol beta primer extension/strand displacement, fluorescence kinetic. P06746. actives 1.3% (n = 340,000). Potency, µM (highest dose often 114 µM), for the others: at the top dose activity change, negative = inhibition, most hits filed as inhibitors; note: potency is the fitted concentration of half-maximal effect; % is set by controls: 0 for no effect and ±100 for the full control effect
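Curves were derived by four-parameter Hill fits of normalized qHTS data. The kinetic fluorescent primer-extension read was taken at 0 and 10 min after 50 nM substrate, following a 15 min room-temperature preincubation of 10 nM enzyme with compounds.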
Starred values were filed as active, the others as inactive; i = inactive; ? = inconclusive; . = not tested or not shown; & = joins results of further samples; [ ] = remark or other dose. Unless noted, calls come from the whole dose curve; as a rule, active = well fitted curve in the direction sought with a large enough effect; inconclusive = small, poorly fitted or top-dose-only effect, or another doubt; inactive = no such curve, though single readings can be large; an effect the other way counts as inactive or inconclusive. A portion of the library; rates above refer to the full screens.

SMILES	Pol kappa inh	ERG-DNA inh	BLM helicase inh	Apoferritin bind	APE1 inh	ALOX12 inh	POLI inh	TRHR agonist	Pol beta inh
CCOC(=O)CC[C@H](NC(=O)Cn1cnc2c(SC)nc(N)nc21)C(=O)OCC	6%	-17%	.	.	26%	-4%	-6%	.	.
CCc1cccc(NC(=O)c2c(C)oc3ncnc(N4CCCCC4)c23)c1	-7%	-6%	-1%	-10%	.	?	-14%	-1.2	-27%
CC(N=C1NC(C)(C)Cc2ccccc21)C(=O)O (configuration not stated)	10%	5%	-2%	-2%	21%	3%	-4%	1.4	14%
COc1ccc(-c2cc(C(F)(F)F)nc(NCc3cccnc3)n2)cc1	-1%	-1%	-7%	?	-5%	-12%	12%	-0.5	2%
COc1ccccc1N1CCN(/N=C/C=C\c2ccccc2[N+](=O)[O-])CC1	-13%	3%	-12%	?	-8%	-17%	?	-0.7	-10%
COCCNC(=S)Nc1ccc2nc(N3CCCC3)cc(C)c2c1	-4%	-5%	4%	-14%	-2%	12%	24%	0.3	-2%
CCOC(=O)CCCn1ncn2c(cc3occc32)c1=O	-1%	3%	-2%	-1%	3%	-1%	31%[activator]	-0.9	0%
CCOc1ccc2ncc3c(-c4ccccc4)nn(CC(=O)Nc4cccc(F)c4)c3c2c1	0%	-1%	-3%	1%	.	-23%	16%	0.7	24%
Cc1ccc(S(=O)(=O)N(CC(=O)Nc2cccnc2)c2ccccc2C)cc1	5%	0%	-6%	-1%	62%[activator]	?	65%[activator]	0.3	-11%
CCCCNCc1ccc(OCc2ccc(Cl)nc2)c(OC)c1	-6%	1%	1%	-6%	-2%	72%[activator]	57%[activator]	0.0	-17%
COc1ccccc1Nc1ccc([N+](=O)[O-])cc1N	0%[60.1 µM]	-1%	-8%	?	-14%	-13%	24%	0.1	-8%
O=C(O)C1CCCCC1C(=O)N1CCN(S(=O)(=O)c2ccc(F)cc2)CC1 (configuration not stated)	-15%	-1%	-1%	-5%	-7%	-19%	1%	0.2	9%
O=C(O)C1C2CCC(C2)C1C(=O)N1CCCC1 (configuration not stated)	1%	-2%	-1%	-3%	-1%	-8%	13%	0.0	-10%
Cc1nc2scc(C)n2c(=O)c1S(=O)(=O)NCC1CCN(Cc2ccc(Cl)cc2)CC1	12%	8%	1%	-20%	62%	-1%	19%	0.9	0%
Cc1cccc2c1N(CCOc1ccc(C(C)(C)C)cc1)C(=O)C2=O	-17%	.	-14%	-9%	20%	-23%	16%	-0.2	17%
O=C(CNC(=O)c1ccc(N2C(=O)c3ccccc3C2=O)cc1)OCC(=O)c1ccc(Cl)cc1	1%	2%	0%	-5%	-1%	-1%	14%	-0.6	1%
CCN(CC)CCNC(=O)Cc1c(C(=O)O)n(CC)c2ccccc12	-6%	.	-1%	-9%	-5%	3%[57.4 µM]	-13%	0.3	2%
O=C(CNC(=O)c1ccc(Cl)cc1Cl)OCCOc1ccccc1	-8%	8%	.	.	-8%	-5%	17%	-0.4	.
CCCSc1ccc([C@H]2N[C@@](C)(C(=O)OC)[C@H]3C(=O)N(C)C(=O)[C@@H]23)cc1	-3%	4%	.	.	13%	?	0%	-0.1	.
CCOC(=O)c1ccccc1NC(=O)CN(c1cc(C(F)(F)F)ccc1Cl)S(C)(=O)=O	-15%	-1%	-12%	-8%	.	0%	12%	-0.1	-1%
O=C(O)C1C2C=CC(C2)C1C(=O)NCCCn1ccnc1 (configuration not stated)	-13%	9%	-5%	-13%	0%	-12%	7%	0.1	25%
CCc1cccc(NC(=O)CCCn2nc(C)c3c(C)n(-c4ccccc4)nc3c2=O)c1	-3%	-19%	3%	-7%	17%	8%	16%	1.1	?
OCCCc1cn(CC2CCCCC2)nn1	8%	3%	-1%	-14%	24%	6%	26%	0.5	-11%
O=S(=O)(/C=C/c1ccccc1)c1ccccc1	-11%	-9%	5%	-12%	2%	2%	1%	-0.5	-3%
COc1ccc(-c2noc(N3CCC(C(=O)Nc4cccc(C)c4C)CC3)n2)cc1	-2%[60.1 µM]	0%	-13%	2%	.	-29%	-5%	-0.3	-18%
COc1ccc(CN(Cc2ccc(C(=O)O)cc2)C(=S)Nc2cccc(C)c2)cc1OC	-41%	12%	2%	-5%	25%	?	?	0.5	?
O=C(O)CCc1nn2c3ccccc3nc2n(-c2ccccc2)c1=O	-2%	-4%	-4%	2%	0%	-6%	-6%	0.2	7%
Cc1ccc(S(=O)(=O)N2CCOCC2)cc1NS(=O)(=O)c1ccc(F)c(F)c1	-2%	-2%	.	.	-12%	63%[activator]	-25%	-0.1	.
CCOc1ccc(NC2=CC(=O)CC(c3ccco3)C2)cc1 (configuration not stated)	-8%	2%	-2%	-8%	-6%	-11%	8%	-0.2	-7%
O=c1[nH]c2cc3c(cc2cc1CN(Cc1cccs1)Cc1nnnn1Cc1ccco1)OCCO3	25µM*	23%	-24%	-6%	40µM*	?	?	0.2	32µM*
Cc1ccc(NC(=O)Cn2cnc3c(=O)n(C)c(=O)n(C)c32)c(C)c1	3%	-28%	2%	-1%	1%	-23%	-4%	-0.1	-21%
Clc1ccccc1CN(Cc1ccco1)Cc1nnnn1C1CCCC1	-14%	-9%	-14%	9%	2%	-10%	3%	-0.8	?
COc1ccc(NC(=O)CCn2c(=O)c3cccn3c3ccccc32)c(OC)c1	8%&-10%	-1%&0%	-7%&-9%	-14%&-2%	37%	-8%&-8%	47%&10%[activator]	-0.1&-0.5	4%
COc1ccc(S(=O)(=O)N2c3cc(Cl)ccc3Oc3nc4ccccc4nc32)cc1	-14%	-8%	-5%	3%	4%	9%	-2%	-0.2	2%
CCc1ccc(CNCCNCC(C)O)cc1 (configuration not stated)	-11%	-2%	0%	-8%	-2%	18%	-10%[58.9 µM]	0.9	85%
Cc1ccc(C(=O)N(c2ccccc2)C2CC(C)N(C(=O)c3ccco3)c3ccccc32)cc1 (configuration not stated)	-8%	-1%	-18%	-24%	2%	0%	0%	0.9	?
CC1=C(C(=O)Nc2ccc(C)cc2)C(c2ccc(C)o2)C2=C(CC(C)(C)CC2=O)N1 (configuration not stated)	4%	4%	0%	4%	3%	?	11%	-0.8	0%
COc1cccc(/C=C/C(=O)OCC(=O)NCc2ccco2)c1OC	1%	-5%	3%	-16%	7%	3%	1%	-0.5	17%
CCC(Oc1ccc(C)c(C)c1)C(=O)O (configuration not stated)	0%	2%	-6%	-3%	1%	0%	.	0.1	0%
O=C(CN1CCCCC1)Nc1scc2c1c(=O)oc1ccccc12	12%	-8%	-2%	-5%	2%	0%	-26%	0.1	-14%

Entries above containing a nitro group on carbon, in the order listed:
SMILES	Pol kappa inh	ERG-DNA inh	BLM helicase inh	Apoferritin bind	APE1 inh	ALOX12 inh	POLI inh	TRHR agonist	Pol beta inh
COc1ccccc1N1CCN(/N=C/C=C\c2ccccc2[N+](=O)[O-])CC1	-13%	3%	-12%	?	-8%	-17%	?	-0.7	-10%
COc1ccccc1Nc1ccc([N+](=O)[O-])cc1N	0%[60.1 µM]	-1%	-8%	?	-14%	-13%	24%	0.1	-8%

Molecules listed so far that contain a CF3 group, in the order listed:
SMILES	Pol kappa inh	ERG-DNA inh	BLM helicase inh	Apoferritin bind	APE1 inh	ALOX12 inh	POLI inh	TRHR agonist	Pol beta inh
COc1ccc(-c2cc(C(F)(F)F)nc(NCc3cccnc3)n2)cc1	-1%	-1%	-7%	?	-5%	-12%	12%	-0.5	2%
CCOC(=O)c1ccccc1NC(=O)CN(c1cc(C(F)(F)F)ccc1Cl)S(C)(=O)=O	-15%	-1%	-12%	-8%	.	0%	12%	-0.1	-1%

More structures
SMILES	Pol kappa inh	ERG-DNA inh	BLM helicase inh	Apoferritin bind	APE1 inh	ALOX12 inh	POLI inh	TRHR agonist	Pol beta inh
COC(=O)c1ccccc1NC(=O)CN(c1ccc(Cl)cc1)S(=O)(=O)c1ccc(OC)cc1	-13%	1%	-12%	-1%	.	0%	26%	0.4	9%
CCC(CC)C(=O)N1CC(=O)Nc2ccc(F)cc2C1c1ccccc1 (configuration not stated)	0%	0%	-6%	?	9%	109%[activator]	-23%	0.8	-2%
COc1ccc(C)cc1Nc1nc(-c2cccc(Cl)c2)c2c(n1)-c1ccccc1OC2	-8%	0%	-3%	-6%	.	-2%	20%	0.1	-4%
CC(C)C[C@@H](CN1CCCC1CN1C(=S)NC[C@@H]1Cc1ccc(O)cc1)N1C[C@H](Cc2ccc(O)cc2)N(CC2CCCCC2)C1=S (some centres not stated)	-19%	7%	.	.	.	?	-18%	.	.
CCN(CC)S(=O)(=O)c1cccc(C(=O)NC(C)C(c2cccs2)N2CCCC2)c1 (configuration not stated)	-2%	2%	-4%	-15%	1%	i	6%	-0.3	-21%
Cc1ccc(Oc2cc(C)nc(-c3ccccc3O)n2)cc1	-2%	8%	-10%	-10%	-1%	284%[activator]	-10%	-0.3	4%
Cn1cnc2cc(NCc3ccccc3O)ccc21	-1%	16%	-2%	-17%	10%	75%[activator]	22%	0.8	20%
O=C(O)c1cn(-c2ccccc2)nc1-c1cccnc1	-4%	0%	-2%	0%	3%	15%	21%	0.5	2%
O=C1c2ccccc2C(=O)N1CCCN1C(=O)c2ccccc2C1=O	0%	0%	.	.	.	7%	0%	.	.
CCc1ccc(OC(=O)c2sc3ncn(Cc4cccc(F)c4)c(=O)c3c2C)cc1	-19%[60.1 µM]	0%	-7%	-8%	.	5%	-4%	0.8	-7%
O=C(c1ccc2c3c(cccc13)CC2)C1CCCN(Cc2ccncc2)C1 (configuration not stated)	-15%	-1%	-8%	?	-6%	-15%	5%	-1.4	12%
Cc1cc(C)cc(NC(=O)N2CCC(CN3CCc4ccccc4C3)CC2)c1	1%	1%	2%	?	.	-5%	-6%	0.3	0%
COc1ccccc1C1=NS(=O)(=O)N(C)C(C(=O)Nc2cc(OC)c(OC)c(OC)c2)=C1	-14%	-3%	-2%	-6%	.	5%	14%	0.3	-1%
